Avidin fluor – green autofluorescence of compounds with avidin beads – biophysical, 488/530 nm, flow cytometry, artefact control, profiling panel; 220,000 compounds, 0.38% hits; compound fluorescence 488/530 nm; stronger effect = higher value; fluorescence (KMESF) at 10 µM; in the data active means fluorescence above about 47; further: inactives centre near 10
Pf gamet viab – late stage P. falciparum gametocyte viability inhibitors, primary screen, ATP luminescence, HTS | P. falciparum stage V gametocytes, 24 h | inhibition, % at 10.9 µM | 150,000 compounds, 0.065% hits | AID 743093, 2013;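 active means inhibition above the mean plus 3 SD of compounds within the control limits, set per campaign, cut at about 38% in these data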;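 further: 0% = DMSO wells and 100% = medium only without gametocytes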
Mcl1-Bid inh – Mcl-1/Bid binding inhibitors, primary screen, biochemical, TR-FRET, 1536-well. Induced myeloid leukemia cell differentiation protein Mcl-1 (Homo sapiens), Q07820. TR-FRET Mcl-1/Bid-Dy647 peptide binding. inhibition, % at 21.7 µM. 220,000 compounds, 0.97% hits;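 active means compounds that cut the binding signal by more than half at the single screening dose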;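 further: His-tagged Mcl-1 with europium anti-His antibody binding Bid BH3 peptide; 0% = Mcl-1 plus peptide wells and 100% = peptide-only wells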
Target sequence (Q07820 whole entry, looked up): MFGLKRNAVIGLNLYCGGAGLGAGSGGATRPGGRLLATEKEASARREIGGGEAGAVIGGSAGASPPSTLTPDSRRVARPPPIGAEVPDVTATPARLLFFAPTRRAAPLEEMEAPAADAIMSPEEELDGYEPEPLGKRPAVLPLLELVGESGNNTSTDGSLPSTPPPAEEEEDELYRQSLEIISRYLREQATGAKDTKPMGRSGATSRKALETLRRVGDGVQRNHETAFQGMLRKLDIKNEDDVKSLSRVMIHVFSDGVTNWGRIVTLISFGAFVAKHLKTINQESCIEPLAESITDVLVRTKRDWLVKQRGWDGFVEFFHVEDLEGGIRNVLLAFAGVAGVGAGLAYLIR
Mcl1-Noxa inh – Mcl-1/Noxa binding inhibitors, primary screen, biochemical, TR-FRET, 1536-well; Induced myeloid leukemia cell differentiation protein Mcl-1 (Homo sapiens), Q07820; 220,000 compounds, 1.5% hits; inhibition, % at 21.7 µM; TR-FRET Mcl-1/Noxa peptide binding, 2 h;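 active means compounds that cut the protein-peptide binding signal by more than 50% relative to plate controls in a single-dose test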;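 further: His-tagged Mcl-1 with rhodamine Noxa BH3 peptide and terbium anti-His antibody; 0% = Mcl-1 plus Noxa peptide wells and 100% = peptide-only wells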
* = called active by the depositor. Only part of the results is shown. The share of hits here may be higher or lower than overall.

SMILES	Avidin fluor	Pf gamet viab	Mcl1-Bid inh	Mcl1-Noxa inh
O=C(Cc1cccc2ccccc12)N1CC[C@@]2(O)CCCC[C@H]2C1	8	15	-44	-9
O=C(COC(=O)c1ccc[nH]c1=O)NC1CCCc2ccccc21 (stereo unspecified)	9	-16	-26	10
Cc1oc(C(C)(C)C)cc1C(=O)NC1CCN(Cc2ccccc2)CC1	6	8	-27	-1
Cc1cc(=O)nc2c3ccccc3n(C(C)C(=O)NCCC(C)C)n12 (stereo unspecified)	4	3	14	-11
COc1ccc(-c2nnnn2C(C)C)cc1	8	-2	-15	-19
CCOC(=O)c1cn2nc(N3CCCCC3)ccc2n1	9	-44	-11	-13
Cc1nn(C)cc1/C=N/NC(=O)Cn1nnc(N)n1	8	3	-44	-5
Cc1[nH]c2ccccc2c1/C=C/C(=O)c1ccncc1	5	32	-54	-9
CNC(=O)NNC(=O)c1nc(-c2ccccc2)c(C)o1	7	-30	-8	10
Cc1ccc(SCc2c(C(=O)N/N=C/C3CC=CCC3)nnn2-c2nonc2N)cc1 (stereo unspecified)	8	3	-12	4
Nc1nnc(CC(=O)N/N=C\c2ccc(-c3cccc(Cl)c3)o2)s1	8	-52	-39	-8
COc1ccc(CN2C(=O)CS/C2=N/N=C/c2cccs2)cc1	6	15	2	5
CCOC(=O)NC(=O)c1cn(Nc2ncc(Cl)cc2C(F)(F)F)c(=O)[nH]c1=O	3	4	-8	15
CN(Cc1ccccc1)S(=O)(=O)c1ccc(Cl)c(C(=O)OCC(N)=O)c1	3	18	-12	-2
CSc1nnc(-c2ccc(C(F)(F)F)nc2C)o1	6	-19	-5	7
COc1ccc(CN2CCOCCOCCOCCOCC2)cc1	8	12	47	9
CC1(C)Cc2c(sc3c2c(=O)n(-c2ccc(Cl)cc2)c(=O)n3CC(N)=O)CO1	7	0	0	5
CCc1ccccc1NC(=O)CSc1nnc(CCNC(=O)OC(C)(C)C)o1	5	-12	-24	-7
COC(=O)/C(=C/c1cn(C(C)=O)c2ccccc12)[N+](=O)[O-]	10	10	-8	61*
CC(C)(C)c1ccc(C(=O)Oc2ccccc2CCC(=O)O)cc1	8	-19	-11	-7
O=C(O)c1sccc1S(=O)(=O)N1CCN(c2ccc(C(F)(F)F)cn2)CC1	7	-29	9	22
O=S(=O)(Nc1nc2ccccc2nc1NCC1CCCO1)c1ccc(F)cc1 (stereo unspecified)	6	14	18	25
O=C(NCc1cccnc1)c1ccc2c(c1)N(Cc1ccccc1)CCS2	7	-7	-7	10
NC(=O)CSc1nnc(-c2cccc(S(=O)(=O)N3CCCCC3)c2)o1	8	-11	-30	16
COc1ccc2[nH]c(C(=O)NCc3ccccc3)cc2c1	8	-17	-14	0
CC1(C)CCCN(Cc2c(O)ccc3c(=O)c(-c4nc5ccccc5s4)c(N)oc23)C1	7	15	-14	14
CC(=O)c1c(N2CCOCC2)nc2ccc(Cl)cc2c1-c1ccccc1	5	14	-12	1
COc1ccc(-n2c(=O)n(Cc3ccccc3)c(=O)c3[nH]cnc32)cc1	6	-23	-20	-2
CCN(CC)C(=O)CC(c1ccc2c(c1)OCO2)c1c(OC)cc(OC)c2c(-c3ccccc3)cc(=O)oc12 (stereo unspecified)	8	30	-5	19
CC(=O)Nc1sc(-c2ccc(Cl)cc2)nc1-c1ccccc1	8	-6	-5	-9
COc1ccccc1N1CCN(Cc2c[nH]c3ccccc23)CC1	3	-16	-25	7
CCOC(=O)C1=C(C)OC2(O)c3ccccc3C(=O)C12O (stereo unspecified)	7	3	-8	6
CCN(CC)CCNc1nc(-c2ccc(OC)cc2)c(-c2ccc(OC)cc2)s1	3	-7	-55	9
Cc1ccc(F)cc1NC(=O)N1CCCN(c2ccc(C(F)(F)F)cn2)CC1	9	8	-3	17
O=C(CCN1C(=O)c2ccccc2C1=O)C1=NN[C@@H]2C(=O)N(c3ccc4c(c3)OCO4)C(=O)[C@H]12	9	-9	-19	-10
CCN(CC)S(=O)(=O)c1cccc(NC(=O)CN(C)Cc2cccc(OC)c2)c1	6	-41	14	48
COc1cccc(C(=O)N2CCN(Cc3nc(CC4CC4)no3)CC2)c1	6	5	2	10
C(=C\c1ccco1)/c1ccc2ccccc2n1	3	-10	-87	74*
O=C(CCN1CCc2ccccc2C1)Nc1ccc(F)c(F)c1	7	5	-9	11
O=C(NC(=S)NNC(=O)c1ccccc1F)c1cccnc1	5	4	-89	4
CC(=O)Nc1ccc(NC(C)=O)c(NC2OCC(O)C(O)C2O)c1 (stereo unspecified)	8	8	-12	-1
COc1cc(C)nc(-c2csc(C)n2)n1	6	-29	48	-9
c1ccc(Oc2nc(-c3cccnc3)nc3ccccc23)cc1	7	-12	-7	-7
CC(=O)Nc1ccc(Oc2ccccc2)cc1	3	14	-10	2
CCn1c2c(c(=N)c3c1CCC3)CCCC2	4	-13	-3	19
COc1ccc(CNCC(O)COc2ccc(C)cc2[N+](=O)[O-])cc1 (stereo unspecified)	7	6	-46	28
O=C(CSc1n[nH]c(=O)n1C1CC1)c1ccc(F)cc1	6	-8	-2	0
COc1ccc2nc(NC(=O)CC3Oc4ccccc4NC3=O)sc2c1 (stereo unspecified)	5	-13	-12	-1
O=C(O)CSc1nnc(CNc2ccc(F)cc2)n1-c1ccccc1	9	-16	-17	-5
O=C(CN1C(=O)NC(Cc2c[nH]c3ccccc23)C1=O)NC1CC1 (stereo unspecified)	7	11	-44	4
Fc1cc(F)c(C2SCCN2C(=S)Nc2cccc(C(F)(F)F)c2)c(F)c1 (stereo unspecified)	9	-22	-9	0
COC(=O)c1cccc(C23CC4(C2)[C@H](CN(C)[C@@H]4c2ccccc2)C3c2ccc(C(F)(F)F)cc2)c1 (stereo partly specified)	9	1	-51	-3
CCNC(=O)CC1C(=O)N(CC)C(=S)N1NC(=O)c1ccccc1 (stereo unspecified)	2	4	-7	-14
CC(NC(=O)c1c(Cl)cnn1C)C1CCCO1 (stereo unspecified)	6	-6	-10	-26
COc1ccc(NC(=S)N(CCO)Cc2cc3c(C)cc(C)cc3[nH]c2=O)cc1	7	-16	-110	8
NC(=O)c1ccc(-c2csnn2)cc1	6	-10	-18	-1
CCOC(=O)NNC(=S)Nc1c(C)n(C)n(-c2ccccc2)c1=O	6	13	-36	10
CCOc1cc(NC(=O)c2cccs2)c(OCC)cc1NC(=O)CCC(=O)NCc1ccccn1	8	-4	-88	-30
CCOCCCn1c(=NC(=O)c2cccs2)c(C#N)cc2c(=O)n3ccccc3nc21	4	0	-9	20
O=C(Cc1ccc([N+](=O)[O-])cc1)Nc1cc(C(F)(F)F)cc(C(F)(F)F)c1	4	0	-1	-15

Molecules above that contain a Cl atom (7):
SMILES	Avidin fluor	Pf gamet viab	Mcl1-Bid inh	Mcl1-Noxa inh
Nc1nnc(CC(=O)N/N=C\c2ccc(-c3cccc(Cl)c3)o2)s1	8	-52	-39	-8
CCOC(=O)NC(=O)c1cn(Nc2ncc(Cl)cc2C(F)(F)F)c(=O)[nH]c1=O	3	4	-8	15
CN(Cc1ccccc1)S(=O)(=O)c1ccc(Cl)c(C(=O)OCC(N)=O)c1	3	18	-12	-2
CC1(C)Cc2c(sc3c2c(=O)n(-c2ccc(Cl)cc2)c(=O)n3CC(N)=O)CO1	7	0	0	5
CC(=O)c1c(N2CCOCC2)nc2ccc(Cl)cc2c1-c1ccccc1	5	14	-12	1
CC(=O)Nc1sc(-c2ccc(Cl)cc2)nc1-c1ccccc1	8	-6	-5	-9
CC(NC(=O)c1c(Cl)cnn1C)C1CCCO1 (stereo unspecified)	6	-6	-10	-26

The list continues.
SMILES	Avidin fluor	Pf gamet viab	Mcl1-Bid inh	Mcl1-Noxa inh
Cc1ccc(C(=O)NC2CCCCNC2=O)cc1C (stereo unspecified)	3	-22	-9	4
CN(C)NC(=S)NC1CCS(=O)(=O)C1 (stereo unspecified)	8	2	-61	-16
CN(C)CCNC(=O)c1scc2c1CCCC2	8	-1	40	-10
Cc1cc(C)n(CCC(=O)N/N=C/c2cccc([N+](=O)[O-])c2)n1	10	-22	-5	0
CCc1cc(C(=O)c2ccc(OC)cc2)c(NC(=O)CCC(=O)O)s1	4	9	-4	1
Nc1ccc(-n2nc(C(F)(F)F)cc2C(F)(F)F)cc1	2	2	-6	-26
O=C(NCc1ccncc1)/C(=C/c1cccc([N+](=O)[O-])c1)NC(=O)c1ccccc1	5	-1	-6	-12
Cc1nc(NC(=O)CSc2nncs2)c(Cl)cc1Cl	6	-8	-9	-7
O=C(CCCCl)NC(=S)Nc1ccc(N2CCOCC2)cc1	6	-23	-37	-1
CNC(=O)Cc1csc2ccc(C)cc12	6	3	1	19
Cc1ccnn1CC(=O)N/N=C/c1c[nH]c2ccccc12	3	-2	-36	4
CC(=O)C1C(c2ccccc2)c2c(noc2C)CC1(C)O (stereo unspecified)	4	9	-5	-9
c1ccc2c3c(c(CN4CCCCC4)cc2c1)COC3	8	4	-2	-9
Fc1ccc(NC(=S)N2CCCN(c3ccc(C(F)(F)F)cn3)CC2)c(F)c1	3	-37	-38	18
COc1cc([N+](=O)[O-])cc(/C=N\NC(=O)C2COc3ccccc3O2)c1O (stereo unspecified)	4	-8	-115	-66
CCOC(=O)C(=Cc1c[nH]c2ccc(S(=O)(=O)N(C)C)cc12)C(=O)OCC	9	12	-3	18
Oc1ccc(/C=N/Nc2nn3cnnc3c3ccccc23)cc1	8	5	-38	51*
NC1=NC[C@H](Cc2ccccc2)N1CCCCC1CCCCC1	10	2	8	22
Cc1cc(=O)[nH]c(-c2cccs2)n1	3	-26	-7	13
N#Cc1ccc[n+](CC(=O)c2ccc(NC(=O)c3ccccc3)cc2)c1	7	-22	-11	16
CCOC(=O)C1CCN(c2nc(N)c3c(N)nc(SCC(=O)O)cc3c2C#N)CC1	7	-5	-30	77*
NC(=O)c1ccc(Oc2ccc(Cl)cc2)c([N+](=O)[O-])c1	11	10	-1	-14
COC(=O)c1cc(OC)nc2ccc(Br)cc12	3	3	-3	-29
CNS(=O)(=O)c1cccc(C(=O)OCC(=O)Nc2ccc(Cl)cc2F)c1	4	-2	-4	-12
Cc1csc(NC(=O)c2cc(=O)[nH]c3ccccc23)n1	7	-14	-11	19
Cc1ccc(Oc2c(C)nc(-c3ccccc3)[nH]c2=O)cc1	6	3	0	5
CC(C)(C)c1cc(C(=O)NNC(=O)c2ccc(C(F)(F)F)cc2)no1	5	-10	-8	-3
COc1cccc2[nH]c3c(N4CCC5(CC4)OCCO5)ncnc3c12	8	-17	-12	6
CN(C)CCCNC(=O)/C(=C\C=C\c1ccccc1)NC(=O)c1ccc([N+](=O)[O-])cc1	5	2	-25	15
Cc1ccc(SC(=O)c2c([N+](=O)[O-])c(C)nn2C)cc1	9	-25	-6	-8
CC1=CSC2=NS(=O)(=O)CCN12	4	9	-17	-7
CC(C)C(=O)NNC(=O)c1csc(CS(=O)(=O)c2ccc(Cl)cc2)n1	7	-9	-15	-25
COc1cc(C2NC(=O)NC(C)=C2C(C)=O)ccc1O (stereo unspecified)	8	-7	-16	-17
COC(=O)CCC(=O)OC1(C)C(=O)C=C2C=C(C3CC3)N(Cc3ccc(OC)cc3)C=C2C1=O (stereo unspecified)	8	-42	-74	0
COC(=O)COc1cccc2c(=O)n(CC(=O)N3CCC(C)CC3)ccc12	8	7	-6	-16
CCn1cc(C(=O)O)c(=O)c2cc(F)c(N3CCN(C(=S)Nc4ccc(OC)cc4)CC3)cc21	9	-8	-84	-59
O=C(c1ccc(Cl)nc1)N1CCN(S(=O)(=O)c2ccccc2)CC1	9	-15	-21	-14
COC(C/C=C\[C@@H](O)COCc1ccccc1)OC	9	-7	7	-18
O=C(/C=C/c1c(F)cccc1Cl)c1ccc(O)cc1	8	-6	-31	18
CC(C)C1/C(=N/O)CC(c2ccccc2)NC1c1ccccc1 (stereo unspecified)	8	11	-13	-17
O=c1[nH]c2ccccc2nc1C(F)(F)F	6	7	22	3
Cc1ccc(NC(=O)N2CCCn3c(SCC(=O)c4ccccc4)nnc32)cc1	7	-12	-6	6
CCOC(=O)N1CCN(S(=O)(=O)c2ccc(C)cc2)C1	6	1	-9	-1
COC(=O)c1cccc(NC(=S)Nc2ccccc2Cl)c1	8	-22	-23	-7
COc1ccc(C(=O)NC(=S)Nc2ccc(CN3CCOCC3)cc2)cc1OC	5	2	-97	30
O=C(/C=C/c1cccc(O)c1)c1ccc(N2CCOCC2)cc1	7	-19	-34	27
O=C1CC(N2CCOCC2)C(=O)N1c1ccc(Cl)cc1 (stereo unspecified)	5	13	-15	-11
O=C(CSc1n[nH]c(=O)n1-c1cccnc1)N1CCOCC1	5	-28	3	-6
Cc1ccc(C2NC(c3ccc(C)cc3)C(C)C(=O)C2C)cc1 (stereo unspecified)	10	13	-1	-5
Cc1cc(=O)oc2cc(OCCC[n+]3ccccc3)ccc12	6	-2	-1	-4
O=C(Nc1ccc(N2CCOCC2)nc1)c1c(F)cccc1F	4	-5	36	26
